DDE Tn7 FP inh – inhibitors of Tn7 peptide binding to human fibrin DD(E) | FP displacement of FITC-Tn7 peptide from fibrin DD(E); 0% = median of compound wells per plate | P02675 | inhibition, % at 8.3 µM | 0.13% of 370,000 active;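 active means inhibition above the mean of compounds falling within the control limits plus 3 SD of them, cut at about 14% in these data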;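 further: 0% = plate median of compound wells and 100% = 10 µM Aha-Tn7 peptide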
Target sequence (P02675 whole entry, looked up): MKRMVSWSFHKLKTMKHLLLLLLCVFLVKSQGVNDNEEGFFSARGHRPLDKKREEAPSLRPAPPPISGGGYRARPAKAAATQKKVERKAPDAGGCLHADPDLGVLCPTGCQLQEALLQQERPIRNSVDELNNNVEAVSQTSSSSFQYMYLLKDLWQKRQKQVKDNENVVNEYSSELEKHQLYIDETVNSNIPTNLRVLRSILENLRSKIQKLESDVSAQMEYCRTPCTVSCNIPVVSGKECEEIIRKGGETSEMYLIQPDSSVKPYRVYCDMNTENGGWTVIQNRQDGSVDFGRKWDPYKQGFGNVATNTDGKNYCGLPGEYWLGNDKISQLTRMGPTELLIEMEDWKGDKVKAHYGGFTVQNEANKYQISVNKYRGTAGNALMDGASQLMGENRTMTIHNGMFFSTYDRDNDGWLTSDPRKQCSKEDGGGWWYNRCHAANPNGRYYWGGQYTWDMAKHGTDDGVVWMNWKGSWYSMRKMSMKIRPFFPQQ
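System: human fibrin DD(E); quantity: Fibrin-DD(E) at 2 µM final; also added: fluorescent Tn7 probe at 0.1 µM; compound dosing: single nominal test concentration of 8.3 µM per compound; schedule: 10 min preincubation, 3 h with tracer, room temperature; detection: fluorescence polarization of the labelled Tn7 tracer; repeats: one replicate per compound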
UHRF1 MBD2 ctr – blocks human UHRF1 binding to methylated DNA. Q96T88. UHRF1 binding to methylated oligo, TR-FRET. inhibition, % at 4.4 µM. 0.75% of 370,000 active. AID 687016; in the data active means inhibition above about 21%;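 further: UHRF1 SRA domain binding a hemimethylated CpG hairpin DNA probe; 0% = median of test compound wells and 100% = reference inhibitor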
PLCb3 inh – PLC-beta3 (human) inhibition, primary screen; Q01970; Purified PLC-beta3, fluorogenic substrate, fluorescence; inhibition, % at 12.2 µM; 0.18% of 370,000 active; AID 720704; in the data active means inhibition above about 11%;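 further: 0% = median of compound wells on plate and 100% = full blocker control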
KLK7 zymogen act – activates the human kallikrein-7 zymogen; purified proKLK7, EDANS-DABCYL substrate fluorescence; 100% is mature enzyme control, 0% vehicle; activation, % at 7 µM; 0.9% of 370,000 active; AID 652039;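 active means activation above the mean of all tested compounds plus 3 SD, computed per campaign excluding outliers beyond control limits, cut at about 13% in these data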
NR1D1 modulator – modulators of human Rev-erb alpha DNA binding. Rev-erbα–FITC-DNA binding, fluorescence polarization, 90 min. activity, % at 10 µM. 0.79% of 370,000 active;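 active means activity above about 14%, limit read from the data; passing the limit was not always enough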;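 further: 0% = DMSO wells with 35 nM protein and 100% = DMSO wells with 750 nM protein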
ARFGAP1 inh – inhibitors of rat ARFGAP1. inhibition, % at 16.5 µM. Arfgap1-stimulated ARF1 GTP hydrolysis, GDP FP detection. 0.26% of 360,000 active. Q62848;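 active means inhibition above a per-plate limit, mean inhibition of low control wells plus 3 SD, cut at about 25% in these data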;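 further: 0% = DMSO wells with enzyme and 100% = wells lacking Arfgap1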
Target sequence (Q62848 1-136 limits assumed): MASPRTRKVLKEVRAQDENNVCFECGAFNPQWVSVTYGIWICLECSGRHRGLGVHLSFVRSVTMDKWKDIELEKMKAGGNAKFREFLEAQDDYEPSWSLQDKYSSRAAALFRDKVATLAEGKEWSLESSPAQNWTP
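system = rat Arfgap1 catalytic domain, aa 1-136 | technique = FP, GDP Alexa 633 tracer displaced from anti-GDP antibody, 620/688 nm | compound = one concentration, 16.5 µM, DMSO 1.26% | medium = HEPES-based buffer, pH 7.5 | timing = compound-enzyme preincubation 20 min, reaction 120 min, detection 60 min, 25 °C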
PLC-gamma1 inh – inhibitors of human phospholipase C gamma1. P19174. purified PLC-gamma1, fluorogenic substrate, fluorescence. inhibition, % at 12.2 µM. 0.84% of 370,000 active. AID 720700; in the data active means inhibition above about 9.5%
ASAP1 GAP inh – blocks human ASAP1-stimulated Arf1 GTP hydrolysis; Q9ULH1; GDP FP detection; inhibition, % at 16.5 µM; 0.19% of 360,000 active; AID 624377; in the data active means inhibition above about 25%;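 further: 0% = vehicle with enzyme and substrate and 100% = no enzyme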
Target sequence (Q9ULH1 325-724 limits assumed): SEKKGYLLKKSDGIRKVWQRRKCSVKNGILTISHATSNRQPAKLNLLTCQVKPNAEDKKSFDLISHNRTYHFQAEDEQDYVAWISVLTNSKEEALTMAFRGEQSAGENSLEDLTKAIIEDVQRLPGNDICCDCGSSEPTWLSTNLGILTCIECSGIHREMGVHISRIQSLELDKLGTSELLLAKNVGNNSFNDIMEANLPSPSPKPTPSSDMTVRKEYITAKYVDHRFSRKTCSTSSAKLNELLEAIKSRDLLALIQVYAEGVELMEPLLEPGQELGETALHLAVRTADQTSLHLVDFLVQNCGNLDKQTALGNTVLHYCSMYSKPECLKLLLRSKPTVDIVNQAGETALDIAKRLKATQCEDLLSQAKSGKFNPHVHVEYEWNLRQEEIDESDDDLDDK
Tn6 DDE FP – inhibitors of Tn6 peptide binding to human fibrin DD(E); P02675; Fibrin DD(E) TRITC-Tn6 fluorescence polarization displacement; inhibition, % at 8.3 µM; 0.21% of 370,000 active; AID 720509;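 active means inhibition above a per-campaign cutoff: mean of compounds within control limits plus 3 SD, cut at about 15% in these data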;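 further: 0% = median of all compound wells on the plate and 100% = blocking peptide control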
HGIII-sPLA2 inh – Inhibits HGIII-sPLA2 liposome hydrolysis, primary screen | AID 743126 | 0.56% of 370,000 active | inhibition, % at 12.2 µM | QFRET BODIPY PC-A2 liposome hydrolysis, fluorescence | Q9NZ20;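 active means inhibition above mean plus 3 SD of compounds lying within the high and low control bounds, cut at about 19% in these data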;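 further: 0% = median of test compound wells and 100% = no enzyme DMSO wells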
* = called active by the depositor; i = inactive; / = not tested or not shown.

Value order – DDE Tn7 FP inh	UHRF1 MBD2 ctr	PLCb3 inh	KLK7 zymogen act	NR1D1 modulator	ARFGAP1 inh	PLC-gamma1 inh	ASAP1 GAP inh	Tn6 DDE FP	HGIII-sPLA2 inh
CC1Cc2ccccc2N1C(=O)CSc1nnnn1-c1ccc2c(c1)OCCO2 (stereo not drawn)
    -7.8	2.7	4.1	0.4	4.9	4.6	-1.5	11.4	3.1	0.9
O=C(CCC(F)(F)F)N1CCC(CO)(CCc2ccccc2)CC1
    -2.2	0.9	-1.8	-0.6	-3.3	-0.9	-1.2	12.1	5.8	-4.6
COc1ccc(CCN2C(=S)NC3CC2(C)Oc2ccc([N+](=O)[O-])cc23)cc1OC (stereo not drawn)
    9.6	-2.1	4.7	-0.4	1.6	1.7	5.2	4.8	-0.6	-5.7
CN1C(=O)N(CN2CCCCC2)C2C1N(C)C(=O)N2CN1CCCCC1 (stereo not drawn)
    1.7	-1.9	2.5	0.1	-3.4	6.2	0.3	-4.5	-11.7	1.5
O=C(Nc1nc2ccc(Cl)cc2s1)c1ccc(N2CCCCC2)c([N+](=O)[O-])c1
    0.2	7.7	-0.7	0.3	0.1	9.0	2.0	0.4	-4.7	13.9
CC1=C(C(=O)N(C(C)C)C(C)C)CC(CC(=O)NC2CC2)C(=O)N1Cc1ccc(F)cc1 (stereo not drawn)
    -11.5	-1.3	1.8	0.2	5.3	11.1	0.8	9.3	1.1	3.6
OC[C@@H]1CN(Cc2ccco2)C[C@H](n2cnc3c(NC4CCC4)ncnc32)O1
    2.5	-0.3	2.4	-0.1	3.7	-17.6	-2.0	13.5	5.6	-2.3
CCSc1nnc(NC(=O)CCNS(=O)(=O)c2ccccc2F)s1
    3.8	1.1	-1.9	0.4	4.6	-12.2	-2.0	2.7	6.0	-2.3
S=P(c1ccc(N2CCOCC2)cc1N1CCOCC1)(N1CCOCC1)N1CCOCC1
    1.6	3.5	3.1	-0.4	4.0	5.4	0.2	2.7	1.5	6.3
CN(C)CCNC(=O)c1cccc(-c2cccc3nncn23)c1
    -8.5	-1.0	-22.8	0.9	-1.4	7.9	-21.3	-2.1	-5.7	2.5
CS(=O)(=O)c1ccccc1-c1nnc(NC(=O)c2ccc(S(=O)(=O)N3CCCC3)cc2)o1
    -0.8	-2.9	-8.9	-0.1	-6.8	3.1	-9.6	-9.5	9.4	-9.3
S=C(Nc1cccc2ccccc12)NC1CCCCC1
    4.6	-2.1	-5.6	-0.5	-1.1	-4.2	-5.2	-14.1	-4.8	9.0
O=C(N/C=N/O)C1=NOC(CNc2ncc(C(F)(F)F)cc2Cl)C1 (stereo not drawn)
    -5.0	-0.8	8.1	4.6	2.1	4.1	10.0*	4.4	-14.7	-6.1
Cn1nnc2cc(C(=O)NCc3ccc4c(c3)OCO4)ccc21
    5.3	2.4	1.7	0.2	-4.3	0.5	-2.4	-1.0	6.5	3.3
CCCC(C)c1nnc(NC(=O)C2CC(=O)N(CCc3ccc(F)cc3)C2)s1 (stereo not drawn)
    0.3	-2.1	-0.4	-0.8	2.3	6.0	1.8	15.7	1.2	-7.9
O=C(COC(=O)COc1ccccc1)NCCC1=CCCCC1
    4.7	2.1	-9.4	-0.5	1.6	-0.9	1.8	-3.7	0.7	5.2
NNC(=O)COc1ccc(C2SCCS2)cc1
    -0.2	-0.1	-24.7	0.7	2.0	0.9	-0.1	2.9	-3.7	-1.3
Cc1ccc(-c2csc3ncnc(SCC(=O)Nc4nnc(C)s4)c23)cc1
    0.7	-2.5	-0.1	0.1	-3.1	3.0	2.0	10.1	-6.5	-5.9
COCCNC(=O)C(c1ccc(C)cc1)N(C(=O)CCC(=O)Nc1ccccn1)C1CCCCC1 (stereo not drawn)
    -2.8	2.6	-8.2	0.3	2.8	9.0	0.4	-4.2	-5.9	4.6
O=C(O)COc1ccccc1/C=N/NC(=O)CN1CCN(Cc2ccc(Cl)cc2)CC1
    -2.1	-1.5	-6.6	0.1	-0.5	7.1	-2.6	-11.3	5.3	2.6

New compounds follow
Value order – DDE Tn7 FP inh	UHRF1 MBD2 ctr	PLCb3 inh	KLK7 zymogen act	NR1D1 modulator	ARFGAP1 inh	PLC-gamma1 inh	ASAP1 GAP inh	Tn6 DDE FP	HGIII-sPLA2 inh
COc1ccc(OCCNc2cc(Cl)ccc2[N+](=O)[O-])cc1
    1.9	2.3	-0.7	0.2	/	-16.4	0.0	0.2	6.5	11.7
Cc1cc(N/C=C/C(=O)c2ccccc2)ccc1Br
    4.3	-3.1	-22.8	0.6	-1.4	-16.2	-12.2	-11.8	0.5	-13.1
CC1C(O)=C(c2ccccc2)P(=O)(Cc2ccccc2)C1C (stereo not drawn)
    -2.8	-1.5	2.2	-0.2	-2.6	-9.9	-0.9	7.2	6.3	-26.4
CCOc1ccccc1C(=O)n1nc(C)cc1C
    3.2	-4.8	-1.0	0.4	-0.3	-13.0	-2.3	-0.4	-2.2	-3.9
O=C(N/C(=C\c1ccc(Cl)cc1)C(=O)N1CCOCC1)c1ccco1
    -8.1	-2.0	-8.2	0.2	-3.3	-3.8	-2.1	-1.1	0.5	2.7
Cc1ccc(N=Cc2c(O)n(-c3cc(Cl)ccc3N3CCOCC3)c(=O)c3ccccc23)cc1C
    -0.4	2.8	2.3	-0.4	1.9	4.8	-3.7	-4.6	-6.3	8.0
O=C(CNC(=O)C(c1ccccc1)c1ccccc1)OCc1ccccc1
    1.6	0.7	0.4	-0.5	4.1	5.6	2.4	-10.2	3.3	-5.1
COc1ccccc1N1CCN(C(=O)C2Cc3ccccc3CN2C(=O)c2ccco2)CC1 (stereo not drawn)
    2.9	-0.1	-6.0	0.1	0.4	-1.5	-3.3	-10.8	6.1	8.5
COc1ccc([N+](=O)[O-])cc1NC(=O)CCc1ccccc1
    3.4	-1.6	4.5	-0.1	0.9	10.0	1.9	-3.0	-5.2	1.9
N#CC1CCN(C(=O)c2ccc3c(Cl)c4c(nc3c2)CCCC4)CC1
    -3.9	-4.1	-12.0	0.3	-0.6	-0.2	-0.1	-4.4	-6.8	-1.2
CCN1CCCC1CNC(=O)CSc1cc(=O)n(CC)c2ccccc12 (stereo not drawn)
    -1.7	0.8	0.1	0.3	-0.2	-10.1	-3.0	-9.7	-7.0	4.6
Clc1nc(NC2CCCC2)nc(N2CCOCC2)n1
    2.3	0.2	-2.7	-0.1	1.2	-4.3	-6.5	-3.1	4.6	-1.0
Cc1ccc(OCC(=O)NCCCNC(=O)c2ccco2)cc1
    -3.6	4.2	-6.0	0.4	11.2	10.9	2.0	-11.0	-1.1	15.2
CN(C)S(=O)(=O)c1cccc(NC(=O)c2cccc(S(=O)(=O)N3CCc4ccccc43)c2)c1
    5.3	0.1	-1.4	-0.8	1.2	-3.1	4.1	-17.5	0.8	-21.8
O=C(CCC(=O)N1CCOc2ccc(Cl)cc21)NCCN1CCOCC1
    -3.6	0.5	-0.3	0.1	-0.5	2.1	2.4	-10.1	-5.4	4.7
CSc1nc(C)nc(N/C=C(\C#N)S(=O)(=O)c2ccccc2Cl)n1
    -4.9	1.4	-9.1	-0.1	1.2	0.1	0.7	-6.0	-3.5	6.3
CCOc1ccc(-c2nc(CSCC(=O)NC3CCCc4ccccc43)c(C)o2)cc1 (stereo not drawn)
    5.8	3.5	-2.0	-0.1	-2.5	-7.7	-1.1	12.8	4.8	6.0
CNC(=S)N/N=C(\C)c1ccc(C(C)(C)C)cc1
    4.6	-0.3	3.6	-0.1	-8.0	3.7	-1.4	0.1	-1.8	0.1
Cc1ccc(NC(=O)CN2CCN(C)CC2)cc1Br
    3.6	3.4	-6.5	-0.6	-0.8	-4.1	0.7	11.1	-5.3	14.1
COc1ccc(S(=O)(=O)N2CCCC(C(=O)NCc3ccccn3)C2)cc1 (stereo not drawn)
    0.7	-0.1	0.5	-0.8	1.2	10.7	0.6	-1.1	2.9	2.7

3 structures already listed, sorted by length of the SMILES, low to high.
Value order – DDE Tn7 FP inh	UHRF1 MBD2 ctr	PLCb3 inh	KLK7 zymogen act	NR1D1 modulator	ARFGAP1 inh	PLC-gamma1 inh	ASAP1 GAP inh	Tn6 DDE FP	HGIII-sPLA2 inh
O=C(CCC(=O)N1CCOc2ccc(Cl)cc21)NCCN1CCOCC1
    -3.6	0.5	-0.3	0.1	-0.5	2.1	2.4	-10.1	-5.4	4.7
COc1ccccc1N1CCN(C(=O)C2Cc3ccccc3CN2C(=O)c2ccco2)CC1 (stereo not drawn)
    2.9	-0.1	-6.0	0.1	0.4	-1.5	-3.3	-10.8	6.1	8.5
Cc1ccc(N=Cc2c(O)n(-c3cc(Cl)ccc3N3CCOCC3)c(=O)c3ccccc23)cc1C
    -0.4	2.8	2.3	-0.4	1.9	4.8	-3.7	-4.6	-6.3	8.0

Further compounds:
Value order – DDE Tn7 FP inh	UHRF1 MBD2 ctr	PLCb3 inh	KLK7 zymogen act	NR1D1 modulator	ARFGAP1 inh	PLC-gamma1 inh	ASAP1 GAP inh	Tn6 DDE FP	HGIII-sPLA2 inh
CN1C(=O)C(O)(CC(=O)c2cccs2)c2ccccc21 (stereo not drawn)
    -2.8	0.3	2.2	0.2	-5.6	-1.8	0.8	6.5	-1.5	10.1
CCc1ccc(/C=N/NC(=O)c2cc(C3CC3)nc3ccccc23)s1
    4.6	-4.6	-19.7	1.5	-0.6	6.3	-12.1	15.9	10.2	-10.2
Cc1ccc(C)c(NC(=O)CSc2nnc(-c3ccccc3)n2N)c1
    1.7	-1.5	3.0	-0.1	-0.1	2.9	2.2	11.6	-9.2	5.3
C=CCn1c(C)csc1=Nc1ccc(C(C)=O)cc1
    2.0	-1.9	-30.3	-0.6	8.0	12.2	-32.7	2.7	2.2	-1.5
Cc1oc2c(CN3CCCCC3)c(O)ccc2c(=O)c1-c1ccc(Br)cc1
    -5.8	3.4	i	25.3*	-2.8	1.4	i	-26.8	5.1	-10.3
Cc1nc2ccccc2c(=O)n1-c1cccc(NC(=O)c2cccs2)c1
    1.9	1.5	-4.8	0.5	3.4	-4.0	-1.2	0.4	-0.5	0.1
Cc1nc(N2CCOCC2)nc(Oc2ccccc2F)c1[N+](=O)[O-]
    -4.8	-1.6	3.6	0.3	4.5	1.5	4.0	0.3	5.7	-0.6

Screening results (PubChem)
